Screening results deposited in PubChem BioAssay by several laboratories.
bIAP inhibitor = bovine intestinal alkaline phosphatase inhibitors, primary screen, selectivity assay for TNAP inhibitor project, biochemical, bovine IAP, CDP-star luminescence; 190,000 tested, under 10 active; purified bovine IAP, 30 min; inhibition, % at 20 µM; alkaline phosphatase, intestinal [Bos taurus];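 active = over 50% inhibition of intestinal alkaline phosphatase at 20 µM in the single-dose screen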
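System: purified bovine intestinal alkaline phosphatase (IAP) enzyme; Input: IAP diluted 1/65,000,000 in the well; Measured by: CDP-star luminescence signal; Compound dosing: 20 µM single dose; Incubation: 30 min reaction at room temperature.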
ROMK mod = ROMK potassium channel modulators, primary screen, cell-based, thallium flux, MLSMR library; 130,000 compounds, 2% hits; B-score at 10 µM; Tet-inducible ROMK, thallium flux fluorescence; actives lie on both sides;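 active = signal ratio slope over the read window, or its plate-corrected B-score, at least 3 SD from the plate mean, either direction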;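 also: B-score of the F/F0 ratio slope over 7 to 12 s after thallium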
PPARg SRC-3 ag = PPARgamma agonists recruiting SRC-3 coactivator, primary screen, biochemical. 200,000 compounds, 0.26% hits. biochemical PPARgamma/SRC-3 coactivator recruitment assay. activation, % at 8 µM. AID 731, 2007; in the data active = activation above about 23%;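 also: 0% = DMSO and 100% = reference agonist; some compounds past the cut are filed as inactive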
Target sequence (P37231 whole entry, looked up): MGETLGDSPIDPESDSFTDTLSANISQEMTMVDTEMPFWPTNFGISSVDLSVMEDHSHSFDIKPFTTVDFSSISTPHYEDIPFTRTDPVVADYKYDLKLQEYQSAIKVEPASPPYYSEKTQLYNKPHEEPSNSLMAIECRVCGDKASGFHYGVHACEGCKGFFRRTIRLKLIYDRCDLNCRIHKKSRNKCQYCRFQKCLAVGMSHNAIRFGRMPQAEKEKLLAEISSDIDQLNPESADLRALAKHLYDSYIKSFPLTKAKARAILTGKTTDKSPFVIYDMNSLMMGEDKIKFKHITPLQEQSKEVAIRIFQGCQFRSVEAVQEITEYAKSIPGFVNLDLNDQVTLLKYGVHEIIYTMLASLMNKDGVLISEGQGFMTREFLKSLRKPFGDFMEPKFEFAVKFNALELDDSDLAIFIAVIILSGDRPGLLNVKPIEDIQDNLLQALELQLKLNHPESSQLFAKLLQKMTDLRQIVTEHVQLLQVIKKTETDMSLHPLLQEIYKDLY
L major viab = Leishmania major promastigote growth inhibition, primary screen. Leishmania major promastigotes, resazurin fluorescence viability. inhibition, % at 10 µM. 200,000 compounds, 9% hits. AID 1063, 2008; in the data active = inhibition above about 50%;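 also: promastigotes grown with compound for 44 hours at 28 °C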
PPARg SRC1 recr = PPARgamma agonists recruiting SRC-1 coactivator, primary screen, biochemical; Peroxisome proliferator-activated receptor gamma (Homo sapiens), P37231; activation, % at 8 µM; 200,000 compounds, 0.41% hits; PPARgamma-SRC-1 coactivator recruitment biochemical assay; in the data active = activation above about 19%;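 also: 0% = DMSO and 100% = reference agonist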
DTT redox prof = compounds producing H2O2 with reducing agent – biochemical, NIH compound library profiling, artefact control for MLSCN library redox annotation, primary screen. 200,000 compounds, 0.03% hits. DTT-dependent redox cycling H2O2, phenol red/HRP absorbance; 100% = 100 µM peroxide control, 0% = buffer. activation, % at 10 µM;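 active = activation of at least 50% relative to the plate's high and low controls in the primary single-dose screen; inactive = activation below 50%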;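 also: compound incubated with DTT at 0.8 mM final as the reducing agent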
Efa HMGR inh = inhibitors of E. faecalis class II HMGR, primary screen, biochemical, Enterococcus faecalis. HMG-CoA reductase (Enterococcus faecalis, mvaE). purified E. faecalis HMGR, NADPH absorbance 340 nm kinetic. inhibition, % at 10 µM. 190,000 compounds, 0.41% hits. AID 1066, 2008;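 active = inhibition above a set limit, the median over all tested compounds plus 3 SD, cut at about 9.5% in these data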;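 also: enzyme runs in reverse so mevalonate oxidation gives rising NADPH absorbance; 0% = complete reaction with DMSO and 100% = background rate lacking mevalonate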
PPARg SRC2 recr = agonists of PPARg-SRC-2 recruitment, primary screen, biochemical, HTS. PPARgamma LBD-SRC-2 recruitment. activation, % at 8 µM. 200,000 compounds, 0.34% hits. AID 1032, 2008; in the data active = activation above about 22%;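 also: 0% = vehicle and 100% = reference agonist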
TR-FRET SRC-2 ct = TR-FRET signal artefacts, primary screen, artefact control for PPARgamma SRC-2 agonist project, biochemical; TR-FRET artefact counter-screen; hits give high values; TR-FRET ratio at 8 µM; 200,000 compounds, 0.4% hits; AID 1049, 2008; in the data active = TR-FRET ratio above about 2000; also: inactives centre near 1500
RAM network inh = inhibitors of the yeast RAM network, primary screen, dse1pr::URA3 reporter, 5-FOA selection; S. cerevisiae dse1pr::URA3 reporter, 5-FOA growth OD615, 2 d; analog-sensitive cbk1-as2 kinase mutant strain; inhibition, % at 50 µM; 190,000 compounds, 1.8% hits;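 active = inhibition above a set limit, 3 SD over mean compound inhibition, cut at about 8.4% in these data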;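 also: 0% = DMSO-only wells with no growth and 100% = 10 µM 1-NA-PP1 full growth; inhibition rescues growth on 5-FOA so higher OD means more RAM inhibition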
S1P3 antagonist = S1P3 receptor antagonists, primary screen, cell-based; CHO S1P3 NFAT-BLA reporter, FRET fluorescence, antagonist mode; inhibition, % at 4.98 µM; 170,000 compounds, 0.27% hits; AID 485, 2006;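 active = inhibition above the plate cutoff, the mean inhibition of test wells on that plate plus 3 SD, cut at about 28% in these data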;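 also: cells challenged with S1P at its EC80 of 0.8 µM; blue over green emission ratio from cleaved BLA substrate after 4 h stimulation; 0% = S1P-stimulated wells and 100% = unstimulated DMSO-only wells; some compounds past the cut are filed as inactive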
Target sequence (Q99500 whole entry, looked up): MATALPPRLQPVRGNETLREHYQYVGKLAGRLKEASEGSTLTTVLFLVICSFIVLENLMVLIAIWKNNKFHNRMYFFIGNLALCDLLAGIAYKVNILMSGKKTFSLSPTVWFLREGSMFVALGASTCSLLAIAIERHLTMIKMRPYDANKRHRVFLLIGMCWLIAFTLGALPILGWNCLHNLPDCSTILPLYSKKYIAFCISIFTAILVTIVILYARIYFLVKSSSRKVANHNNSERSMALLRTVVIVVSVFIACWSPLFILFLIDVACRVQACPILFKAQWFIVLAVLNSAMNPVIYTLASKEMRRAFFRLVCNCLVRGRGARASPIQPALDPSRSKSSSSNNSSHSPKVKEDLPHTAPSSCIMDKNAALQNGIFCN
* = called active by the depositor; . = not tested or not shown. Random draw from the library. Share with any hit: about 13%.

Preview (seven entries):
SMILES | bIAP inhibitor | ROMK mod | PPARg SRC-3 ag | L major viab | PPARg SRC1 recr | DTT redox prof | Efa HMGR inh | PPARg SRC2 recr | TR-FRET SRC-2 ct | RAM network inh | S1P3 antagonist
CCCCN(C(=O)NC(=O)C1=C(N2CCOCC2)/C(=C/c2ccccc2)CC1)S(C)(=O)=O | 3 | -1 | 0 | 1 | -3 | -0.5 | -2 | -5 | 1445 | -0.3 | .
Cc1cc(N2CCN(c3ccccc3Cl)CC2)n2cc(-c3ccccc3)nc2n1 | -7 | . | 10 | 49 | 6 | -3.8 | -1 | -1 | 1678 | -0.6 | .
CC1(C(=O)NCCc2c[nH]c3ccccc23)C=CCN1C(=O)c1ccccc1 (centres undefined) | 12 | -0.31 | 3 | 14 | 4 | 0.4 | 3 | -4 | 1316 | 1.1 | 2
Cc1csc(NC(=O)CSc2nnnn2C)n1 | 2 | 0.91 | 4 | -5 | 4 | 0.5 | -1 | 4 | 1600 | 2.5 | .
O=C1CCC(=O)N1CC(=O)N(c1ccccc1)c1ccccc1 | 17 | -0.56 | 5 | 3 | 0 | -0.5 | -1 | -2 | 1697 | 0.4 | -25
CCOC(=O)c1c(C)[nH]c(C(=O)COC(=O)c2cnc(C)cn2)c1C | 8 | . | 2 | -5 | 0 | -0.8 | 4 | 1 | 1517 | 0.9 | 4
CCOC(=O)N1CCC(NC(=O)Cn2c3c(c(-c4ccccc4Cl)cc2=O)CCC3)CC1 | -6 | . | 0 | -3 | 3 | -1.1 | -2 | 2 | 1491 | -1.4 | -21

Results, repeating the preview:
SMILES | bIAP inhibitor | ROMK mod | PPARg SRC-3 ag | L major viab | PPARg SRC1 recr | DTT redox prof | Efa HMGR inh | PPARg SRC2 recr | TR-FRET SRC-2 ct | RAM network inh | S1P3 antagonist
CCCCN(C(=O)NC(=O)C1=C(N2CCOCC2)/C(=C/c2ccccc2)CC1)S(C)(=O)=O | 3 | -1 | 0 | 1 | -3 | -0.5 | -2 | -5 | 1445 | -0.3 | .
Cc1cc(N2CCN(c3ccccc3Cl)CC2)n2cc(-c3ccccc3)nc2n1 | -7 | . | 10 | 49 | 6 | -3.8 | -1 | -1 | 1678 | -0.6 | .
CC1(C(=O)NCCc2c[nH]c3ccccc23)C=CCN1C(=O)c1ccccc1 (centres undefined) | 12 | -0.31 | 3 | 14 | 4 | 0.4 | 3 | -4 | 1316 | 1.1 | 2
Cc1csc(NC(=O)CSc2nnnn2C)n1 | 2 | 0.91 | 4 | -5 | 4 | 0.5 | -1 | 4 | 1600 | 2.5 | .
O=C1CCC(=O)N1CC(=O)N(c1ccccc1)c1ccccc1 | 17 | -0.56 | 5 | 3 | 0 | -0.5 | -1 | -2 | 1697 | 0.4 | -25
CCOC(=O)c1c(C)[nH]c(C(=O)COC(=O)c2cnc(C)cn2)c1C | 8 | . | 2 | -5 | 0 | -0.8 | 4 | 1 | 1517 | 0.9 | 4
CCOC(=O)N1CCC(NC(=O)Cn2c3c(c(-c4ccccc4Cl)cc2=O)CCC3)CC1 | -6 | . | 0 | -3 | 3 | -1.1 | -2 | 2 | 1491 | -1.4 | -21
CCNc1nc(NC(C)C)nc(ON=C(C)C)n1 | 14 | . | 1 | -2 | -9 | 0.1 | 0 | -4 | 1443 | 1.0 | 17
Cc1c(C(=O)OCC(=O)c2ccc3c(c2)OCCO3)oc2ccccc12 | 5 | -0.2 | -1 | -3 | 8 | -0.9 | 0 | -4 | 2066* | 2.6 | .
CCn1c(O)c(/C=C/C=C/C=Nc2ccccc2)sc1=S | 16 | 0.27 | 7 | -3 | 3 | 0.3 | 3 | 10 | 1594 | 2.4 | 10
CCOC(=O)c1c(C)[nH]c(C(=O)COC(=O)/C=C/c2cccc(OC)c2OC)c1C | 1 | 0.9 | -5 | -7 | -11 | 1.3 | -5 | -15 | 1436 | 1.4 | -14
CCOC(=O)c1[nH]c(=O)[nH]c1COC(=O)c1cc2ccccc2o1 | -27 | 0.24 | 0 | -5 | 0 | 0.1 | -3 | 7 | 1367 | 0.3 | -16
CCN(CC)C(NC(=O)Cc1ccccc1)C(Cl)(Cl)Cl (centres undefined) | -9 | . | 8 | -4 | 4 | 0.9 | -1 | 0 | 1532 | 0.1 | .
O=C(COC(=O)CNC(=O)c1ccccc1)Nc1ccc(F)c([N+](=O)[O-])c1 | 7 | -0.027 | -3 | -7 | -5 | 0.0 | -6 | 1 | 1660 | 1.1 | -7
COc1ccc(OCc2nc(N)nc(Nc3ccc(C)cc3)n2)cc1 | 12 | . | -5 | 19 | 4 | 1.9 | -4 | 8 | 1565 | 7.7 | .
COc1ccccc1CCNC(=O)c1cc(-c2ccccn2)nc2ccc(Br)cc12 | -9 | -0.49 | -1 | 11 | 0 | 5.2 | -3 | 6 | 1703 | 3.3 | -9
O=C1C2CCCN2C(=S)N1Cc1ccccc1 (centres undefined) | -4 | -0.33 | 4 | -7 | 9 | -0.4 | 0 | 9 | 1662 | 1.2 | 4
CC(C)(C)OC(=O)N1CCOCCOCCN(C(=O)OC(C)(C)C)CCOCC1 | -1 | -0.066 | 11 | -2 | 6 | -0.1 | 0 | -7 | 1793 | 1.4 | -5
CC(=O)N1CCN(C(=O)CCc2c[nH]c3ccccc23)CC1 | 6 | . | -9 | -4 | -2 | 2.6 | -1 | 2 | 1465 | -0.1 | 1
CCn1c(COc2ccccc2)nnc1SCC(=O)Nc1cc(OC)ccc1OC | -10 | 0.47 | -4 | 4 | 7 | 3.9 | -4 | 8 | 1475 | 1.9 | -26
Cn1c(SCC(=O)OCc2ccccc2)nnc1-c1ccco1 | 9 | 0.32 | -1 | -4 | -5 | 0.1 | 0 | -2 | 1477 | 1.1 | .
NC(N)=Nc1nc2cc([N+](=O)[O-])ccc2o1 | -3 | 0.43 | 2 | -5 | -2 | -0.2 | 9 | 1 | 1350 | 0.4 | 5
CN1C(=O)c2c(sc3c2CCCC3)NC1c1ccccc1O (centres undefined) | -3 | . | -1 | -8 | 14 | -1.2 | -3 | 12 | 1678 | 1.2 | .
Cc1cc(NC(=O)c2cnn3cccnc23)n(-c2ccccc2)n1 | -2 | 0.059 | 10 | 6 | 8 | 0.4 | 2 | -5 | 1624 | 1.6 | 26
O=C(NCc1ccccn1)c1ccc(Cl)cc1Cl | 10 | . | -8 | -5 | 2 | 0.8 | -5 | 10 | 1705 | 1.1 | -18
Cc1cccc(C)c1NC(=O)C(=O)NCCCN1CCOCC1 | -38 | 0.98 | -6 | -4 | -5 | 0.1 | -9 | -10 | 1587 | 2.0 | 4
CN(C)S(=O)(=O)c1cc(NC(=O)CN2CCc3ccccc32)ccc1Cl | 8 | -2.5 | 3 | -9 | 9 | -0.1 | -2 | 3 | 1665 | 3.1 | 7
Cc1cc(C)cc(-c2nnc(SCC(=O)NCc3cccs3)o2)c1 | 18 | . | 4 | -4 | 2 | 2.1 | -10 | 3 | 1400 | 5.5 | .
CCCCCCCNC1=CC(=O)CC(c2ccccc2)C1 (centres undefined) | 14 | . | -1 | 99* | -9 | 0.1 | -1 | 1 | 1430 | -0.9 | -8
CCCCOc1ccc(NC(=O)CN2CCN(C(=O)OCC)CC2)cc1 | 6 | . | -4 | -5 | 1 | -3.1 | 0 | 2 | 1418 | 0.2 | .
COc1cccc(NC(=O)COC(=O)/C=C/c2ccc(Cl)cc2Cl)c1 | -44 | -1.5 | 5 | -3 | 2 | 0.6 | -2 | 1 | 1628 | 7.0 | -16
COc1ccc(N2CCN(C(=O)Cn3cnc4c(cnn4-c4ccccc4)c3=O)CC2)cc1 | -10 | -0.53 | 6 | -4 | 4 | -0.6 | 0 | 9 | 1839 | 1.0 | -22
CC1OC23CCCCC2C(C#N)(C(=N)O3)C1(C#N)C#N (centres undefined) | 5 | . | -12 | 0 | -5 | 0.3 | -2 | 3 | 1342 | 0.6 | .
COc1cc(/C=N/NC(=O)c2nonc2C)ccc1O | 3 | 0.44 | 2 | 0 | 7 | -0.8 | -1 | 4 | 1809 | 0.7 | 5
CC(=O)Nc1ccc(S(=O)(=O)Oc2cccc(N3C(=O)C4CCCCC4C3=O)c2)cc1 (centres undefined) | 7 | -2 | 9 | -5 | 3 | 0.0 | -2 | 7 | 1548 | 1.1 | .
COc1ccc(N2C(=O)CC(Cc3ccccc3)C2=O)cc1 (centres undefined) | 9 | . | -16 | -1 | -9 | 1.7 | -11 | -1 | 1461 | 1.4 | 6
O=C(Nc1cccc(Cl)c1)C1CCCN(S(=O)(=O)c2cnc[nH]2)C1 (centres undefined) | -2 | . | 12 | -1 | -10 | -0.9 | -3 | -7 | 1623 | 0.1 | -40
CCOc1ccc(NCCC(=O)c2ccc3c(c2)OCO3)cc1 | 4 | . | 3 | 2 | 6 | 0.3 | 1 | 11 | 1355 | 1.0 | 15
O=C(c1cccc(S(=O)(=O)N2CCCC2)c1)N1CCCc2ccccc21 | -5 | 0.96 | 1 | 3 | -1 | 0.5 | -1 | 10 | 1664 | 1.1 | -10
Nc1ccc(S(=O)(=O)NC2(C(F)(F)F)NC(=O)N(c3ccccc3Cl)C2=O)cc1 (centres undefined) | 5 | 0.6 | 4 | 35 | 5 | 0.5 | -4 | -6 | 1730 | 1.0 | -7
Cc1sc2ncnc(N/N=C/c3ccccc3O)c2c1C | 13 | -0.0025 | -2 | 100* | 4 | 1.0 | -1 | -4 | 1568 | -1.0 | 2
CSc1nnnn1CCn1nnnc1SC | 10 | -0.026 | 4 | 11 | 3 | 0.0 | 1 | 1 | 1450 | -0.1 | 15
Cc1cc(C)c(S(C)(=O)=O)c(S(=O)c2ccc(Cl)cc2)n1 (centres undefined) | 2 | . | -1 | -1 | 2 | 1.3 | -2 | -1 | 1324 | -1.1 | .
COC(=O)C(C)Sc1nnc(Cc2cc(=O)[nH]c(=O)[nH]2)n1-c1ccc(Cl)cc1 (centres undefined) | 0 | . | 13 | 0 | -1 | -0.7 | -1 | 4 | 1718 | 0.8 | -60
COc1cccc(-c2nc(CS(=O)CC(=O)NCCCOC(C)C)c(C)o2)c1 (centres undefined) | 2 | . | -6 | -4 | 3 | 0.7 | 3 | 2 | 1444 | 2.6 | 4
